Screening data deposited in PubChem by several laboratories.
Dengue-2 NS5 capping – flavivirus cap methylation enzyme inhibition – biochemical, confirmation dose response, primary screen (AID 588689); inhibition, % at 25 µM, or IC50 in µM where a hit was titrated; 340,000 tested, 0.3% active; Dengue-2 NS5 methyltransferase capping enzyme assay, biochemical; higher % means a stronger effect; in the data active = a potency from the dose series; inconclusive = inhibition above about 29% without an active follow-up result
UTI89 phage lysis – inhibition of K1F phage lysis, E. coli UTI89, bacterial capsule biogenesis inhibitors, alamar blue (AID 488966); inhibition, % at 100 µM; hits with a dose series show IC50 in µM; E. coli UTI89 K1F phage lysis, alamar blue, 2 h; higher % means a stronger effect; 340,000 tested, 0.02% active;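 active = phage lysis inhibition, versus mean bacterial control, above a set limit; inconclusive = no clear call, values can overlap the other calls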;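 also: capsule biogenesis inhibitors block K1F phage lysis so surviving cells raise fluorescence; higher fluorescence means more inhibition of phage lysis; actives were called in the ten point dose series up to 300 µM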
GPR35 antagonists – GPR35 antagonists blocking zaprinast-driven arrestin recruitment, primary screen, imaging, U2OS, beta-arrestin-GFP, zaprinast agonist (AID 2058); U2OS GPR35 beta-arrestin-GFP translocation imaging, zaprinast antagonism; higher % means a stronger effect; inhibition, % at 10 µM; hits with a dose series show IC50 in µM; 290,000 tested, 0.052% active;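 active = inhibition of at least 50% with at least 30 cells and total cytoplasm GFP at most 10,000,000; inconclusive = under 30 cells or total GFP of 10,000,000 plus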
RSV antiviral HEp-2 – RSV antiviral activity via CPE protection, HEp-2 cells, primary 10 µM value included (AID 2391); CPE inhibition, % at 10 µM; hits with a dose series show IC50 in µM; HEp-2 cells, RSV-induced CPE inhibition; higher % means a stronger effect; 310,000 tested, 0.13% active; in the data active = a potency from the dose series; inconclusive = CPE inhibition mostly from about 23% at the one dose, without a potency; inactive = the rest, 99 in 100 with CPE inhibition below about 21%; also: strong numbers were not always called active
LYP inhibition – inhibitors of LYP phosphatase, biochemical, fluorescence intensity, uHTS (AID 1779). 290,000 tested, 0.054% active. one-dose inhibition, % at 11.5 µM; IC50 in µM for titrated hits. recombinant LYP phosphatase, fluorescence intensity; higher % means a stronger effect; in the data active = inhibition above about 50%;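 also: plate controls were vehicle with enzyme for no effect and no enzyme for full effect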
WT yeast gro inh – growth inhibition of WT yeast, mitochondrial fusion screen; mitochondrial fusion phenotypic screen, WT strain; inhibition, % at 10 µM; 190,000 tested, 2.1% active; in the data active = inhibition above about 58%; tested in S. cerevisiae
AID2073 – inhibitors of Mint1-CaV2.2 protein interaction, biochemical, HTRF (AID 2073); HTRF protein-protein interaction, Mint1-CaV2.2; higher % means a stronger effect; inhibition, % at 20 µM; hits with a dose series show IC50 in µM; 290,000 tested, 0.19% active; in the data active = inhibition mostly above about 51%, no sharp cut-off; inconclusive = no clear call, values can overlap the other calls; inactive = mostly below about 53%; also: some results filed as inactive read as strong as hits
NTR1 agonist – NTR1-driven beta-arrestin-GFP spot formation – imaging, U2OS cells, high content, primary screen (AID 493036); 330,000 tested, 0.17% active; activation, % at 20 µM; agonist mode;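 active = activation at or above 40% of the spot to cytoplasm intensity ratio, with at least 20 cells analyzed; inconclusive = wells under 20 cells, flagged as cytotoxic or low count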;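 also: 0% = DMSO without peptide and 100% = 100 nM NTR1 peptide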
Target sequence (P30989 whole entry, looked up): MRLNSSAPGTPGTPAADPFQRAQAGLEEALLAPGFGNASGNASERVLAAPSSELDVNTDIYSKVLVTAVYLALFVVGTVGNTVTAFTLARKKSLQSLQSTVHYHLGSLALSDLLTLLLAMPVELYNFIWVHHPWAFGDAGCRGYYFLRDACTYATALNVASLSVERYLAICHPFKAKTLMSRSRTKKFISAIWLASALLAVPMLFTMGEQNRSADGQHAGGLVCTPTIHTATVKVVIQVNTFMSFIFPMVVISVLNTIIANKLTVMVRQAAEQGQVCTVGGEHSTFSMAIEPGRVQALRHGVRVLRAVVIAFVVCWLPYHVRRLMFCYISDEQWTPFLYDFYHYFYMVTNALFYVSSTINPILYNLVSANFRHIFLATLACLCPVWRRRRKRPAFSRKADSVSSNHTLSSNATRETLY
Autophagy mod – alters autophagy in cells. MEF GFP-LC3 puncta imaging; test concentration mostly 10 µM. calls only at 10 µM (by protocol). 190,000 tested, 0.98% active. AID 463193;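 active = percentage of spot-positive cells more than 3 SD above its plate mean, without a fluorescence outlier flag or 80% toxicity; inconclusive = no clear call, values can overlap the other calls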;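 also: spot-positive cell cutoff set from DMSO-treated cells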
WT yeast gro inh mutant strain – also measured in WT yeast gro inh; calls as there; inhibition, %; mitochondrial fusion phenotypic screen, mutant strain inhibition
Autophagy mod cell loss 18 h – further read-out of Autophagy mod, marked with its call; toxicity, %; measured here: cell loss, nuclei count;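 cell loss after 18 h compound exposure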
NTR1 agonist cell count 20 µM – further read-out of NTR1 agonist, marked with its call; cell count; measured here: cell count, cytotoxicity flag
Dengue-2 NS5 capping pilot replicate – also measured in Dengue-2 NS5 capping; calls as there; inhibition, %; measured here: pilot screen replicate inhibition
* hit, by the source's call; i = inactive; ? = inconclusive; / = no result given; [ ] = remark or other dose.

SMILES	Dengue-2 NS5 capping	UTI89 phage lysis	GPR35 antagonists	RSV antiviral HEp-2	LYP inhibition	WT yeast gro inh	WT yeast gro inh mutant strain	AID2073	NTR1 agonist	NTR1 agonist cell count 20 µM	Autophagy mod	Autophagy mod cell loss 18 h	others
COc1ccc(C)cc1NC(=O)C1CCCN(S(=O)(=O)c2ccc3c(c2)CCCN3C(C)=O)C1 (stereo not given)	-2.6%	0.5%	-5.8%	?	-12.1%	/	/	-3.6%	0.4	59	/	/
Cc1noc(NS(=O)(=O)c2ccc(NC(=O)Nc3ccc(Cl)c(Cl)c3)cc2)c1C	0.0%	-1.0%	11.3%	-2.9%	0.6%	70.2	74.9	9.0%	2.6	63	i	-7.5
CCC(=O)N1N=C(c2cccs2)CC1c1ccco1 (stereo not given)	-10.2%	-0.6%	-7.9%	-0.2%	-6.5%	-10.0	-12.3	4.8%	0.1	53	i	0.9
Cc1ccc(C)c(NC(=O)CN(C)C(=O)COc2cccc3c2OC(C)(C)C3)c1	-3.6%	1.8%[50 µM]	/	-1.6%	/	/	/	/	-0.1	66	/	/
COc1ccc(OC(C)C(=O)N(C)Cc2nc(-c3ccc(C)cc3)no2)cc1 (stereo not given)	-10.0%	0.0%	-1.2%	2.8%	-8.4%	/	/	1.9%	1.7	45	/	/
CCOC(=O)N1CCN(c2cc(N(C)CCO)c([N+](=O)[O-])c3nonc23)CC1	-0.9%	0.5%	-12.1%	/	1.2%	1.6	27.1	-5.5%	/	/	i	19.0
CCOC(=O)NC(CC(=O)O)c1ccc(OC)c(OC)c1 (stereo not given)	-4.1%	1.4%	8.4%	-0.7%	-8.7%	1.4	-2.0	-7.3%	3.7	90	i	-10.8	Dengue-2 NS5 capping pilot replicate=-5.8
O=C(Cc1ccccc1)Nc1ccc(C(=O)NCc2ccccc2)cc1	-2.7%	-0.4%	-1.2%	0.6%	-3.4%	/	/	9.0%	1.0	50	/	/
Cc1cccc(NC(=O)CSc2nnc(Cc3ccccc3)o2)c1	3.0%	1.0%	3.0%	2.0%	-8.0%	-13.8	-12.4	-5.6%	-1.4	86	i	0.3
O=C(O)c1ccccc1SCC(=O)N1CCCCC1	5.4%	1.2%	9.7%	2.3%	-0.7%	-15.0	3.8	-6.3%	-0.3	34	i	1.9
O=S(=O)(N1CCCCCC1)N1CCNCC1	1.2%	0.3%	4.7%	-0.2%	-4.1%	/	/	5.4%	-0.8	47	/	/
Cc1ccccc1Nc1nc(-c2cccnc2)nc2ccccc12	-3.5%	-0.5%	6.0%	2.5%	-0.7%	33.4	25.4	4.8%	2.8	85	i	12.4
O=C(Cn1ccc([N+](=O)[O-])n1)NCc1cccs1	-4.8%	0.4%	18.9%	0.9%	-7.7%	-20.1	-8.5	-6.9%	-0.5	51	i	-9.5
S=c1[nH]nc(-c2ccccc2)o1	-8.2%	3.9%[50 µM]	-8.8%	0.1%	-4.0%	14.6	3.4	9.3%	2.1	46	i	2.3
CCOC(=O)c1ccc(-c2csc(NC(=O)CN3CCC(C)CC3)n2)cc1	-4.2%	-0.1%	7.4%	1.4%	-2.9%	/	/	2.3%	5.9	46	/	/
CC1(c2ccc3c(c2)OCO3)NC(=O)N(CC(=O)NCCC2=CCCCC2)C1=O (stereo not given)	20.5%	0.0%	-1.6%	1.1%	0.5%	8.7	-1.2	-3.9%	0.1	75	i	4.5
C=C(C)CN(CC)C(=O)CN1C(=O)NC2(CCCc3ccccc32)C1=O (stereo not given)	-6.5%	0.3%	-21.7%	0.7%	-7.2%	/	/	-2.9%	-0.2	53	/	/
Cc1noc(C)c1S(=O)(=O)N1CCC(C(=O)NCCN2CCC(C)CC2)CC1	-1.6%	2.0%	15.2%	0.4%	-7.7%	-10.4	-5.8	1.4%	-3.9	90	i	-1.4
Cc1c(C)n(Cc2ccc(F)cc2)c2ccc(C(=O)NCCCN3CCOCC3)cc12	-4.5%	-0.2%	2.6%	0.2%	-11.6%	/	/	8.5%	0.0	63	/	/
Cc1ccccc1OCC(=O)NCCC1=CCCCC1	-3.7%	0.0%	0.7%	6.9%	-7.5%	9.0	-9.8	6.5%	10.5	63	i	0.2
COc1ccc([C@@H]2[C@@H]3C(=O)N(C(C)(C)C)C(=O)[C@@H]3[C@]3(Cc4ccccc4)C(=O)N(c4ccc(Br)cc4)C(=O)N23)cc1	-7.0%	0.2%	3.3%	-0.3%	-8.9%	/	/	10.2%	0.5	94	/	/
CCOC(=O)c1cc(CC)sc1NC(=O)Cc1ccsc1	-3.2%	0.2%	14.0%	0.8%	-6.5%	31.3	11.6	11.0%	10.8	43	i	22.9
O=C(NCC(c1cccs1)N1CCOCC1)c1ccc(Br)o1 (stereo not given)	-3.5%	-0.1%	3.4%	-1.2%	-6.7%	24.7	4.4	-1.9%	0.5	45	i	22.0
CN1CCN(CC(=O)Nc2nc(-c3ccccc3)cs2)CC1	-1.6%	-7.2%	-0.8%	0.1%	-4.9%	11.6	-12.6	-3.9%	-0.8	84	i	18.7
COC(=O)C1Sc2[nH]c(=O)sc2C2c3ccccc3OC(=O)C12 (stereo not given)	9.4%	0.3%	8.9%	1.9%	-3.1%	21.0	20.9	-28.2%	1.2	77	i	-20.4	Dengue-2 NS5 capping pilot replicate=4.9
COc1ccccc1C1C=C(c2ccc(Cl)cc2)Nc2nc(NS(C)(=O)=O)nn21 (stereo not given)	/	/	-4.5%	3.4%	-6.4%	-7.4	6.2	21.6%	0.3	47	i	5.2
O=C(O)CCC(=O)NCc1cn(-c2ccccc2)nc1-c1cccc(Br)c1	-3.9%	-0.3%[50 µM]	0.6%	3.6%	1.3%	0.7	-10.4	9.7%	1.6	31	i	-6.8
Cc1noc(C)c1COc1ccccc1C(=O)Nc1cccc(S(=O)(=O)N(C)C)c1	-4.4%	-1.4%	/	2.9%	/	/	/	/	-0.4	58	/	/
COc1cc(/C=N/NC(=S)NC2CC3CCC2C3)ccc1O (stereo not given)	2.3%	-2.7%	9.3%	20.6%	0.3%	/	/	-1.9%	9.0	58	/	/
Cc1ccc(CNC(=O)[C@H](C)N2C(=O)N3CCc4c([nH]c5ccccc45)[C@@]3(C)C2=O)cc1	-2.8%	0.7%	18.5%	2.1%	-4.1%	/	/	-6.4%	9.1	81	/	/

Entries shown so far with an aryl methoxy group (6):
SMILES	Dengue-2 NS5 capping	UTI89 phage lysis	GPR35 antagonists	RSV antiviral HEp-2	LYP inhibition	WT yeast gro inh	WT yeast gro inh mutant strain	AID2073	NTR1 agonist	NTR1 agonist cell count 20 µM	Autophagy mod	Autophagy mod cell loss 18 h	others
COc1ccc(C)cc1NC(=O)C1CCCN(S(=O)(=O)c2ccc3c(c2)CCCN3C(C)=O)C1 (stereo not given)	-2.6%	0.5%	-5.8%	?	-12.1%	/	/	-3.6%	0.4	59	/	/
COc1ccc(OC(C)C(=O)N(C)Cc2nc(-c3ccc(C)cc3)no2)cc1 (stereo not given)	-10.0%	0.0%	-1.2%	2.8%	-8.4%	/	/	1.9%	1.7	45	/	/
CCOC(=O)NC(CC(=O)O)c1ccc(OC)c(OC)c1 (stereo not given)	-4.1%	1.4%	8.4%	-0.7%	-8.7%	1.4	-2.0	-7.3%	3.7	90	i	-10.8	Dengue-2 NS5 capping pilot replicate=-5.8
COc1ccc([C@@H]2[C@@H]3C(=O)N(C(C)(C)C)C(=O)[C@@H]3[C@]3(Cc4ccccc4)C(=O)N(c4ccc(Br)cc4)C(=O)N23)cc1	-7.0%	0.2%	3.3%	-0.3%	-8.9%	/	/	10.2%	0.5	94	/	/
COc1ccccc1C1C=C(c2ccc(Cl)cc2)Nc2nc(NS(C)(=O)=O)nn21 (stereo not given)	/	/	-4.5%	3.4%	-6.4%	-7.4	6.2	21.6%	0.3	47	i	5.2
COc1cc(/C=N/NC(=S)NC2CC3CCC2C3)ccc1O (stereo not given)	2.3%	-2.7%	9.3%	20.6%	0.3%	/	/	-1.9%	9.0	58	/	/

(more compounds)
SMILES	Dengue-2 NS5 capping	UTI89 phage lysis	GPR35 antagonists	RSV antiviral HEp-2	LYP inhibition	WT yeast gro inh	WT yeast gro inh mutant strain	AID2073	NTR1 agonist	NTR1 agonist cell count 20 µM	Autophagy mod	Autophagy mod cell loss 18 h	others
Clc1ccc(Cn2ncc3c(N4CCOCC4)ncnc32)cc1	-1.3%	0.1%	2.6%	2.8%	-4.5%	-5.1	-5.1	1.6%	0.4	53	i	-1.6
COc1ccc(CNC(=O)CN(Cc2ccccc2F)C(=O)c2csnn2)cc1	-7.3%	0.1%	3.4%	0.1%	-7.1%	/	/	-5.8%	-0.4	36	/	/
CN(CC(=O)Nc1ccc(S(=O)(=O)N2CCCC2)cc1)Cc1cccc(Cl)c1Cl	-9.9%	2.4%	-0.2%	16.8%	-4.5%	57.1	24.7	2.8%	4.4	47	i	-0.1
CCN(CC)CCC(c1ccc(N(C)C)cc1)c1c(OC)cc(OC)c2c(-c3ccccc3)cc(=O)oc12 (stereo not given)	4.1%	-0.6%	27.3%	-3.6%	-5.1%	/	/	-0.2%	24.3	59	/	/
CCc1c(C(=O)Nc2cc(C)ccc2OC)[nH]c(C)c1C(C)=O	-3.9%	-0.2%	-0.2%	4.0%	2.5%	24.1	29.9	15.9%	-0.8	116	i	5.4
Cc1nc(=O)c(-c2ccccc2)c(C)n1CCO	-0.8%	0.4%	8.1%	6.0%	-2.0%	6.0	13.6	2.7%	2.5	103	i	-0.1
O=C(C(=O)N1CCc2ccccc2C1)N1CCc2ccccc2C1	/	/	-20.2%	3.1%	-0.6%	-2.7	-4.2	1.2%	2.3	78	i	-9.1
N#CCCCCN1c2cccc3cccc(c23)S1(=O)=O	-15.4%	7.1%	3.9%	9.2%	-1.4%	6.7	2.5	9.4%	-0.5	102	i	-3.5
C=CCNC(=S)Nc1nc2c(cc1C(=O)OCC)CCCC2	-4.5%	0.6%	-14.1%	18.1%	1.3%	15.7	-4.6	-28.4%	5.3	81	i	-4.9
